CF NFkB block = cystic fibrosis NF-kB activation inhibition. KKLEB NF-kB-GFP reporter, PAF-induced, GFP fluorescence overnight. inhibition, % at 5 µM. 360,000 compounds, 0.86% hits. AID 588850;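 active = at least 50% inhibition at 5 µM, scaled per plate between neutral and stimulator controls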;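 note: PAF is a Pseudomonas aeruginosa culture filtrate used as stimulus; plate controls were PAF-stimulated DMSO wells for no effect and unstimulated DMSO wells for full effect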
CaV13 FRET inh = Primary screen for inhibitors of IQ motif and Ca2+-dependent inactivation inhibitor domain binding in CACNA1D, Förster resonance energy transfer in living cells, …. inhibition, % at 12.3 µM. 340,000 compounds, 0.098% hits. HEK cells, CFP/YFP FRET ICDI-IQ, plate reader, 10 min; percent FRET-ratio fall versus neutral wells;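 active = mean replicate inhibition of at least 30% and at least 1% of replicates passing that level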;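 note: 0% = median of the neutral control wells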
Vif imaging = HIV Vif inhibition; inhibition, % at 7.49 µM; 340,000 compounds, 0.35% hits; HEK293T cells, Vif self-association by quenched fluorescence, imaging, 24 h; AID 602346; in the data active = inhibition above about 50%, passing the limit was not always enough; note: some results filed as inactive read as strong as hits
KKLEB cytotox = CF airway cell cytotoxicity counter-screen; KKLEB CF airway cells viability, ATPlite luminescence, overnight; hits give low values; cells stimulated with P. aeruginosa culture filtrate; activity change (cytotoxicity), % at 5 µM; 360,000 compounds, 0.36% hits; AID 602141;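 active = corrected activity change at or below -50% at 5 µM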
HIF-2a block = inhibitors of HIF-2a; AID 624352; 786-0 RCC cells HIF-2a reporter, luciferase luminescence, overnight; 360,000 compounds, 0.72% hits; inhibition, % at 18.8 µM;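 active = inhibition of the luminescence signal of 40% or more relative to plate controls, in a single-dose primary screen at 18.75 µM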
PDI inh = inhibitors of human protein disulfide isomerase. PDI insulin aggregation turbidity, A650, 90 min. inhibition, % at 10 µM. 350,000 compounds, 0.052% hits. AID 588391;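 active = mean inhibition across replicates of 30% or more, whatever share of single replicates reach that level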;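 note: absorbance from insulin aggregation driven by PDI reduction with DTT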
Target sequence (P07237 whole entry, looked up): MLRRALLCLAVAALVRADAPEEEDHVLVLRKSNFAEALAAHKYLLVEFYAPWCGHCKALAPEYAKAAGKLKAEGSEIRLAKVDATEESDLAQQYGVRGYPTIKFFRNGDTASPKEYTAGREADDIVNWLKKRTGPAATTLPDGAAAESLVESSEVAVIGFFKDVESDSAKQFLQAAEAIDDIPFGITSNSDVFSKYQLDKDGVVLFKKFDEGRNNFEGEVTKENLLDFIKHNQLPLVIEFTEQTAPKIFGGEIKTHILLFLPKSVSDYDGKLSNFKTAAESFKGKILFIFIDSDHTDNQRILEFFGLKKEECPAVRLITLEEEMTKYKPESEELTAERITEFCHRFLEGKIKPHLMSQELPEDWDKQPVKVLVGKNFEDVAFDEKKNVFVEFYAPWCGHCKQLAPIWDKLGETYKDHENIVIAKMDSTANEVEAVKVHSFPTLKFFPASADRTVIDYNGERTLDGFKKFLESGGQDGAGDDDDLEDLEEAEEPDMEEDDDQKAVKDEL
NR2E3 ag-1 = NR2E3 (human) agonism; AID 2300; inhibition of corepressor binding, % at 4.78 µM; Q9Y5X4; GST-NR2E3/biotin-RetCOR TR-FRET, 1536-well; 320,000 compounds, 0.12% hits;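 active = percent inhibition above the cutoff of mean plus 3 SD of all tested compounds, set per screening campaign, cut at about 20% in these data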;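 note: 0% = DMSO wells and 100% = biotin wells as full block of FRET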
Target sequence (Q9Y5X4 whole entry, looked up): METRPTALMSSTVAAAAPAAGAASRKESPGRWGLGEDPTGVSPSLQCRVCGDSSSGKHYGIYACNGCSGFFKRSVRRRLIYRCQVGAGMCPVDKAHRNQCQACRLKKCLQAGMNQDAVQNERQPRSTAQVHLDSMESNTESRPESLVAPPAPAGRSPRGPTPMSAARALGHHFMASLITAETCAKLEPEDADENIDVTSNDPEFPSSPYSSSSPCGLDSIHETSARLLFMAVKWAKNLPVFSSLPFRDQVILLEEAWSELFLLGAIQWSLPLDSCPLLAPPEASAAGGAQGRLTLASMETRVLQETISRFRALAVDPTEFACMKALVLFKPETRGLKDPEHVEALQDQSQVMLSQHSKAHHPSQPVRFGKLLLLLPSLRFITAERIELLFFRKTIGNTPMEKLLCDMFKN
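Test system: GST-NR2E3 and biotin-RetCOR proteins | Quantity: 1.35 nM GST-tagged NR2E3 final | Medium: Tris pH 7.5 | Also added: 7 nM biotin-RetCOR | Dosing: Compound at 4.8 µM, single dose | Timing: 5 h at 4 °C | Detection: Time-resolved FRET | Read-out basis: Percent inhibition | Benchmarks: Biotin wells as high control, 0.6% DMSO wells as low control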
Shn3 3UTR inh = reduces Shn3 3'UTR luciferase signal in osteoblasts; 360,000 compounds, 0.52% hits; Clone20 osteoblast Shn3 3'UTR firefly luciferase, 24 h; inhibition, % at 12.5 µM;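 active = mean inhibition of at least 75% with every replicate also reaching 75%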;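 note: 0% = median of neutral control wells and 100% = pilot-screen positive control compound; some compounds past the cut are filed as inactive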
NR2E3 ag-2 = agonists of human NR2E3 nuclear receptor. Q9Y5X4. CHO-S Gal4-NCOR/VP16-NR2E3 two-hybrid, luciferase. inhibition of corepressor binding, % at 3.98 µM. 360,000 compounds, 0.35% hits. AID 602229;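 active = inhibition above the mean of all tested compounds plus 3 SD, cut at about 70% in these data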;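 note: 0% = DMSO with NR2E3 transfected cells and 100% = cells lacking NR2E3 construct; higher means lower luciferase signal from less NR2E3 corepressor binding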
MITF TRPM1 inh = reduces MITF-dependent TRPM1 promoter luciferase signal; 330,000 compounds, 0.83% hits; inhibition, % at 12.5 µM; SK-MEL-5 TRPM1 promoter luciferase, 24 h;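 active = mean inhibition across replicates of 60% or more, whatever share of single replicates reaches that level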; note: values of inactives mirror those of a sister screen read the other way
Peg3 promoter = Peg3 promoter activity inhibition; HeLa PEG-Prom luciferase reporter, luminescence, overnight; 360,000 compounds, 1.7% hits; AID 588405; inhibition, % at 20 µM;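 active = inhibition of at least 50% at 20 µM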
* marks the source's active call; other numbers are inactive results; . = no result given. Compounds as they come. Share with any hit: about 3.3%.

SMILES	CF NFkB block	CaV13 FRET inh	Vif imaging	KKLEB cytotox	HIF-2a block	PDI inh	NR2E3 ag-1	Shn3 3UTR inh	NR2E3 ag-2	MITF TRPM1 inh	Peg3 promoter
COc1ccccc1CC(=O)Nc1ccc(S(=O)(=O)N(C)C2CCN(C)CC2)cc1	-3	-5	5	17	15	-12	1	-14	-21	-17	-5
CCOC(=O)C1=C(C)NC(C)=C(C(=O)OCCNC(=O)c2cccnc2)C1c1cccc([N+](=O)[O-])c1 (stereo unspecified)	-12	.	-4	5	16	8	3	15	-66	3	0
CC(C)CC1NC(=O)N(CC(=O)Nc2cc(F)ccc2F)C1=O (stereo unspecified)	1	-4	24	-4	9	-5	2	8	-26	12	14
Cc1ccc(S(=O)(=O)CCC(=O)OCc2ccc(Cl)cc2)cc1	0	.	3	1	5	-9	1	5	-2	8	-4
CC(=O)c1cccc(NC(=O)CSc2nc(=O)n(Cc3ccccn3)c3c2CCC3)c1	-12	-7	-4	6	13	10	-3	5	11	1	11
CCC1(N(C(C)=O)c2ccc(OC)cc2)C(=O)c2ccccc2C1=O	-9	-8	1	-2	18	-4	-1	22	15	-3	19
O=C(NCc1ccccc1)c1ccccc1Br	-1	-5	3	7	6	-2	0	-12	-19	9	8
CCN(CC)S(=O)(=O)c1ccc(S(=O)(=O)N2CCC(C(=O)NC3CCN(Cc4ccccc4)CC3)CC2)cc1	5	.	14	3	10	-6	-2	24	-19	-22	17
COc1cc(C(=O)C(O)c2ccc(O)c(OC)c2)ccc1O (stereo unspecified)	-9	-6	3	-5	7	17	.	24	-23	8	10
COc1ccc(NC(=O)CN(C)CC(=O)Nc2ccc(Cl)cc2F)cc1	8	-21	6	3	12	-1	-1	10	4	-5	14
COc1cccc(NC(=O)CN(Cc2ccccc2)S(C)(=O)=O)c1	8	-3	4	11	15	-14	2	8	-29	-3	-3
CCC1=NN(C(=O)COc2ccccc2)C(O)(c2ccncc2)C1 (stereo unspecified)	-2	-5	-8	3	11	3	2	-1	6	0	12
COc1ccc(-c2[nH]ncc2/C=N/NC(=O)c2ccncc2)c(OC)c1	2	-7	16	-7	13	1	0	-9	-49	-6	14
CC1(C(=O)NCc2ccccn2)C=CCN1C(=O)c1ccccc1 (stereo unspecified)	24	-4	.	-31	-19	3	4	-5	-17	-5	-17
Cc1onc(-c2cccc(Cl)c2Cl)c1C(=O)O/N=C(\N)c1ccc([N+](=O)[O-])o1	-13	-19	0	4	-14	-15	-1	.	-14	35	6
O=[N+]([O-])c1ccc(Cc2nnc(-c3ccc(F)cc3)o2)cc1	-16	-15	-2	0	-196	-5	-3	-70	-43	-81	-185
O=S(=O)(c1ccc(C(F)(F)F)cc1)N1CCCN(c2ccc(C(F)(F)F)cn2)CC1	12	-20	.	-7	11	1	4	-5	-21	11	22
COc1ccc(C(=O)Nc2c(C)ccc3nsnc23)cc1[N+](=O)[O-]	-9	-18	-1	-2	9	-6	0	7	-3	3	20
CC(C)(CN1CCC(Cc2ccccc2)CC1)NS(=O)(=O)c1ccccc1	8	0	-3	-4	2	0	1	3	38	4	27
COC(=O)CN(C(=S)Nc1ccc(F)cc1)C1CC(=O)N(c2ccc(OC)cc2)C1=O (stereo unspecified)	-4	-8	9	-6	8	-1	-1	21	-30	3	-1
CNC(=O)c1csc(-c2ccncc2)n1	-7	-4	0	12	13	3	-1	-11	-19	9	7
Fc1ccc(Nc2nnns2)cc1	-11	-4	2	8	22	15	3	1	-15	10	18
CC(C)CCn1c(CN2CCN(Cc3ccccc3)CC2)nc2c1c(=O)[nH]c(=O)n2C	10	-5	-42	-9	16	-1	2	-24	5	-7	0
C/C(=N\O)C(=O)NCCCn1ccnc1	-2	-1	5	16	14	-4	6	2	6	8	26
O=C(O)c1cccc(S(=O)(=O)Nc2ccccc2C(=O)NCCc2ccccc2)c1	7	-7	-5	8	-67	-1	-2	-2	-43	-7	-62
(cont.)
SMILES	CF NFkB block	CaV13 FRET inh	Vif imaging	KKLEB cytotox	HIF-2a block	PDI inh	NR2E3 ag-1	Shn3 3UTR inh	NR2E3 ag-2	MITF TRPM1 inh	Peg3 promoter
Cc1nc(-c2cccc(NS(=O)(=O)c3ccccc3)c2)cs1	10	-7	-5	4	-69	-11	-3	-1	-17	9	-5
Cc1onc(-c2ccccc2Cl)c1C(=O)NCc1ccccn1	-6	-4	22	11	-3	-4	0	11	-12	-5	10
N=C1SCC(=O)N1c1ncc(Cc2cccc(Cl)c2)s1	-7	4	-4	6	12	4	.	-42	100*	0	21
CCOC(=O)c1cnc2nc(SCc3ccccc3Cl)[nH]n2c1=O	-14	-14	39	-8	3	8	8	-11	-32	.	5
CCNC(=S)SCCOc1ccc(C)cc1	-6	-5	-1	3	5	2	3	-68	28	-9	3
CCCN(CC1CC1)C(=O)COc1ccccc1C(=O)NCc1ccccc1	-6	-8	0	6	12	9	1	-4	1	2	3
CC(C)c1ccc(C2NC(C(=O)O)CS2)cc1 (stereo unspecified)	-4	-8	-6	23	22	4	5	-6	-7	5	7
CN(CC(=O)NCC(=O)Nc1ccc(F)cc1)CC(=O)Nc1ccc(Cl)c(C(F)(F)F)c1	-9	-6	5	-2	-3	8	.	8	-14	2	24
O=c1c2ccccc2ncn1Cc1ccccc1	8	-5	-1	5	15	0	1	6	-4	-1	8
O=C(NCCCNc1ccc([N+](=O)[O-])cc1Cl)c1ccccc1F	-19	-5	0	3	-42	3	3	17	-42	-6	-34
Cc1cccc(NC(=S)NCCc2ccccc2)n1	1	-6	-5	-7	-32	-1	1	9	-8	-15	-1
Cc1nc(SCC#N)c2c3c(sc2n1)CCC3	36	-6	10	-13	13	-14	3	15	-31	-3	6
CCNC(=O)C1CCCN(C(=O)c2cc(C)oc2C)CC1 (stereo unspecified)	-5	-10	3	-5	10	1	.	-1	-6	.	-11
Cc1c(C2(O)CCCCC2)[nH]c2cc(C(F)(F)F)ccc12	8	-5	0	-1	-56	8	.	2	-6	13	18
COc1ccc(C)cc1S(=O)(=O)N1CCN(S(=O)(=O)c2cc(C)ccc2OC)C(C)C1 (stereo unspecified)	-5	-6	-1	5	25	2	4	2	19	3	13
S=C1SCN(CCN2CCOCC2)CN1Cc1ccccc1	6	-7	4	-8	13	0	-1	-9	-8	56	27
CCCc1cc(-n2cnc3ccccc32)n2c(nc3ccccc32)c1C#N	-21	-9	-4	-1	24	15	1	16	-5	6	14
O=C(c1ccc(N2CCCC2=O)cc1)N1CCN(c2ccccc2O)CC1	-2	-2	9	8	-9	0	1	-4	4	2	-8
Cc1ccc(-c2nc3ncccc3o2)cc1NC(=O)c1cccs1	-20	2	2	7	-18	-1	-4	-18	-6	-3	-16
COC(=O)c1ccccc1OC(=O)c1cc2ccccc2oc1=O	3	-4	.	7	-16	-6	0	-3	2	-18	-38
CCC(C(=O)OCC(=O)Nc1ccc(C(=O)Nc2ccc(OC)cc2)cc1)c1ccccc1 (stereo unspecified)	7	-2	7	18	-11	-3	4	62	-11	3	2
Cc1cc(C(=O)CN2C(=O)NC(c3ccccc3)(c3ccccc3)C2=O)c(C)n1Cc1ccco1	-12	-5	-1	8	-2	-6	3	4	16	0	4
COc1ccc(OC)c(NC(=O)COC(=O)c2c(C)noc2C)c1	2	-5	-5	11	-2	10	4	11	-4	-9	-6
CC1CCN(S(=O)(=O)c2ccc3c(ccn3CC(=O)O)c2)CC1	-21	-15	4	5	-2	6	-6	6	-10	-5	13
CCOC(=O)C1CCN(C(=O)c2cc(COc3ccc(F)cc3F)on2)CC1	-31	.	-35	13	-223	-2	4	-102	-101	-91	-335

Record cards, as listed above:
`Cc1onc(-c2ccccc2Cl)c1C(=O)NCc1ccccn1` is listed with CF NFkB block: -6; CaV13 FRET inh: -4; Vif imaging: 22; KKLEB cytotox: 11; HIF-2a block: -3; PDI inh: -4; NR2E3 ag-1: 0; Shn3 3UTR inh: 11; NR2E3 ag-2: -12; MITF TRPM1 inh: -5; Peg3 promoter: 10
`Cc1onc(-c2cccc(Cl)c2Cl)c1C(=O)O/N=C(\N)c1ccc([N+](=O)[O-])o1` is listed with CF NFkB block: -13; CaV13 FRET inh: -19; Vif imaging: 0; KKLEB cytotox: 4; HIF-2a block: -14; PDI inh: -15; NR2E3 ag-1: -1; Shn3 3UTR inh: .; NR2E3 ag-2: -14; MITF TRPM1 inh: 35; Peg3 promoter: 6

Later entries:
SMILES	CF NFkB block	CaV13 FRET inh	Vif imaging	KKLEB cytotox	HIF-2a block	PDI inh	NR2E3 ag-1	Shn3 3UTR inh	NR2E3 ag-2	MITF TRPM1 inh	Peg3 promoter
CCOC(=O)c1ccc(N2CCN(C(=O)c3ccccc3)CC2)c(NC(=O)c2ccco2)c1	-15	-15	-9	9	6	5	0	10	-11	2	12
Cc1ccc2oc(C(=O)NCCCN3CCOCC3)c(C)c2c1	6	-2	20	-5	-224	-6	2	-64	-94	-45	-232
CCOc1ccc(-n2ccc(=O)c(C(=O)Nc3ccc(S(=O)(=O)Nc4nccs4)cc3)n2)cc1	-17	-14	4	-7	6	-11	0	-7	-4	15	1
Cn1nccc1NS(=O)(=O)c1ccc(NC(=O)C(F)(F)F)cc1	9	-3	.	1	12	-6	-1	-8	-16	5	-5
C[C@H](NC(=O)Nc1ccccc1F)C(=O)O	1	.	-7	1	16	-4	1	-1	-10	0	-5
NS(=O)(=O)c1ccc(CCNc2ccn3nc(-c4ccccc4)cc3n2)cc1	9	-3	0	-21	-152	1	.	-40	14	.	-122
COc1ccc(C(C)=O)cc1COC(=O)c1cc2ccccc2cc1O	-14	-3	-5	9	24	2	3	21	-10	-1	16
CC(C)CSc1nc2ccccc2n1CC(=O)O	19	-5	12	-10	10	3	3	-51	8	9	-3
CCc1n[nH]c2c1/C(=N\O)CC(C)(C)C2	4	-3	31	7	-2	1	-1	5	6	-6	0
CCOC(=O)/C(C#N)=C1/C=CN(c2ccccc2)C=N1	9	-1	-13	-9	-132	1	1	-53	-47	-46	-74
CCCCCn1c(=O)c(C(=O)OCC)c(Cl)c2ccccc21	10	-4	0	4	16	-7	3	.	-18	7	3
Cc1ccc(C)c(NC(=O)CCC(=O)N/N=C/c2ccc[nH]2)c1	6	-4	9	-8	-9	11	-2	-11	-27	16	-2
COc1ccc(O)c(C(=O)c2cnn(-c3ccccn3)c2)c1	2	-3	7	-8	-140	-2	2	-33	-90	-55	-157
CCOC(=O)C1=C(C)N(C)C(=O)NC1c1c(OC)ccc2ccccc12 (stereo unspecified)	13	-3	-1	0	22	-4	-2	-5	-19	-1	15
O=[N+]([O-])c1cccc(COc2ccccc2CN2CCOCC2)c1	-10	-3	-2	6	5	5	.	-14	12	-5	15
CN(C)CC1CCCCC1OC(=O)c1ccc(Cl)cc1Cl (stereo unspecified)	-7	4	15	8	-6	9	-1	8	2	7	-6
Cc1cc(C)cc(NC(=O)NNC(=O)c2cc3occc3[nH]2)c1	-12	-3	2	4	13	0	1	2	3	12	11
CCN(N=Nc1cccc([N+](=O)[O-])c1)c1cccc([N+](=O)[O-])c1	2	.	5	-8	-77	-6	1	-24	-25	-4	-19

Source: PubChem BioAssay (several laboratories)
